# NPC1 prom act – activates the NPC1 promoter; Huh7 NPC1 promoter luciferase reporter, 24 h; Potency, µM (top dose mostly 9.22 µM), without a hit: at the top dose activation, usual class: activators; 320,000 compounds, 2.4% hits; AID 485313;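 note: potency is the fitted concentration of half-maximal effect; % of control where 0% means no effect; nearly all actives have a fitted effect of over 60% in size; reporter is driven by a mutant NPC1 promoter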
#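 Cells: Huh7 expressing luciferase under the NPC1 promoter, 1500/well. Seeded 2 h, compound added, incubated 24 h at 37 °C. Luciferase reagent, 10 min ambient, then luminescence.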
# Rab9 promoter act – activators of Rab9 promoter; Potency, µM (top dose mostly 9.22 µM), for inactives: at the highest dose activation, negative = inhibition, usual class: activators; Huh7 Rab9 promoter-luciferase reporter, luminescence, 24 h; AID 485297; 320,000 compounds, 2.8% hits; note: potency is the fitted concentration of half-maximal effect; % of control where 0% means no effect; nearly all actives have a fitted effect of over 60% in size
#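 Rab9 promoter-driven luciferase in stably transfected Huh7 cells; 1500 cells/well rested 2 h, exposed to compound in DMSO for 24 h at 37 °C, 5% CO2. Luminescence read 10 min after adding luciferase reagent at ambient temperature.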
# Menin MLL FP TR – displaces Texas Red mutant MLL peptide from human menin; O00255; Menin + Texas Red MLL mutant peptide, fluorescence polarization; Potency, µM (top dose mostly 61.6 µM), inactives show top-dose FP activity change, negative = inhibition, hits mostly inhibitors; 270,000 compounds, 0.23% hits; AID 1768; active = well fitted inhibition curve with a large enough effect in the polarisation, with a control signal flat, not every such curve was filed as active; inconclusive = small, poorly fitted or top-dose-only effect, or effect the other way, or a change in a side signal; inactive = no such curve, though single readings can be large or run the other way; the % refers to the polarisation; note: potency is the fitted concentration of half-maximal effect; % of control where 0% means no effect; many of its hits are not listed in these tables
# BRCA1 expr up – BRCA1 expression activation; MCF7-BRCA1-FFLuc reporter, luminescence, 48 h; response scale: scaled: vehicle 0%, 10 µM genistein 100%; Potency, µM (titrated, usually from 46.1 µM), for inactives: at the top dose activation, hits mostly activators; 380,000 compounds, 1.1% hits; note: potency is the fitted concentration of half-maximal effect; nearly all actives have a fitted effect of over 80% in size; some results filed as inactive show a strong effect at the top dose
#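 Compounds are tested at multiple concentrations on MCF7 BRCA1-luciferase reporter cells seeded at 2000 per well; after 48 h, a single luminescence end-point is taken and curves fitted to the normalized data.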
# Giardia kill – Giardia lamblia killing; Giardia lamblia trophozoite viability; activity change, % at 7.66 µM, hits read low; 340,000 compounds, 0.15% hits; AID 540267; in the data active = activity change below about -80%; inconclusive = between about -30% and that limit;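 note: parasites exposed to compound for two days anaerobically before the ATP read; % is set by controls: 0 for no effect and ±100 for the full control effect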
#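 Trophozoite viability was measured as ATP-dependent luminescence, read 15-30 min after reagent addition. Before that, parasites at 100 cells/well were exposed to compounds for 48 h, anaerobically, at 37 deg C.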
# Gal4-VP16 FLuc – Gal4-VP16 reporter inhibition counter-screen; Drosophila S2 Gal4-VP16 UAS-luciferase, luminescence, 20 h; 310,000 compounds, 3.5% hits; AID 2546; Potency, µM (titrated, usually from 53.6 µM), for inactives: at the highest dose activity, negative = inhibition, usual class: inhibitors;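 note: Gal4-VP16 expression switched on by copper sulfate through the metallothionein promoter; potency is the fitted concentration of half-maximal effect; % is set by controls: 0 for no effect and ±100 for the full control effect; nearly all actives have a fitted effect of over 50% in size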
# FLuc counter – firefly luciferase modulation, counter-screen for miR-21 project; P08659; 360,000 compounds, 6.9% hits; purified FLuc, Km substrates, luminescence inhibition; Potency, µM (doses to about 57.5 µM), inactives show at the top dose activity change, negative = inhibition, usual class: inhibitors; AID 588342;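 note: potency is the fitted concentration of half-maximal effect; plate controls were vehicle for no effect and reference inhibitor for full effect; nearly all actives have a fitted effect of over 55% in size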
#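 Purified P. pyralis luciferase, 10 nM final, with Km-level 10 uM D-luciferin and 10 uM ATP in 50 mM Tris acetate pH 7.5, 10 mM Mg acetate, 0.01% Tween-20, 0.05% BSA; 6-point qHTS titration about 60 µM downward; luminescence read.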
# ELG1 genotox – genotoxicity induction in ELG1-luciferase HEK293T cells; 330,000 compounds, 1.3% hits; AID 504466; HEK293T ELG1-luciferase reporter, luminescence, 16 h; Potency, µM (series often up to 46 µM), for inactives: at the top dose activity change, positive = activation, hits mostly activators; note: potency is the fitted concentration of half-maximal effect; % of control where 0% means no effect; nearly all actives have a fitted effect of over 60% in size
#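 Step 1: seed 2,000 HEK293T ELG1-luciferase cells per well. Step 2: add compound or DMSO, incubate 16 hr at 37 °C. Step 3: ONE-Glo, 30 min at room temperature, read luminescence.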
# PKM2 act – increases activity of human pyruvate kinase M2; purified PKM2, Kinase-Glo ATP luminescence, activation; response scale: 0% is enzyme alone, no compound; Potency, µM (top dose mostly 57.5 µM), inactives show at the highest dose activation, hits mostly activators; 260,000 compounds, 0.34% hits; note: potency is the fitted concentration of half-maximal effect; % is set by controls: 0 for no effect and ±100 for the full control effect; nearly all actives have a fitted effect of over 55% in size
# Target sequence (P14618 whole entry, looked up): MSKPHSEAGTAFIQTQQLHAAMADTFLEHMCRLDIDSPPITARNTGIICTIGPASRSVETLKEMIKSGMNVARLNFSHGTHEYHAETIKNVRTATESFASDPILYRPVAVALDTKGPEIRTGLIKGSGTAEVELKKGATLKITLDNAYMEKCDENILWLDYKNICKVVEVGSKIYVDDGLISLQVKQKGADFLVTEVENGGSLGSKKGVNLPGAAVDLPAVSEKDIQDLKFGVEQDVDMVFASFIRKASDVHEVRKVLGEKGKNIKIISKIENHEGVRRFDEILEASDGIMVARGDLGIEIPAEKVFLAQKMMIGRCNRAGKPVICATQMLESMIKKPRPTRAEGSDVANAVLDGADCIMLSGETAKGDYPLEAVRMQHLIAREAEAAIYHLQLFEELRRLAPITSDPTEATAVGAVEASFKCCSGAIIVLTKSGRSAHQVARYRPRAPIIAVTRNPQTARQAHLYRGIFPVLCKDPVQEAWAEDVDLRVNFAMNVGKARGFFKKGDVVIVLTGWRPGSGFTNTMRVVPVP
#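 Kinase-Glo luminescence reports ATP generated from ADP (0.1 mM) and PEP (0.5 mM) by purified hPK-M2 after 1 h at room temperature, pH 7.2 imidazole buffer; intermediate enzyme activity allows detecting inhibitors and activators.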
# RORgamma inh – inhibitors of mouse ROR gamma transcriptional activity | P51450 | Drosophila S2 Gal4-RORgamma UAS-luciferase reporter, 20 h | Potency, µM (highest dose often 53.6 µM), for inactives: at the highest dose activity change, negative = inhibition, usual class: inhibitors | 310,000 compounds, 5.4% hits | AID 2551; note: potency is the fitted concentration of half-maximal effect; % is set by controls: 0 for no effect and ±100 for the full control effect; nearly all actives have a fitted effect of over 60% in size
# Target sequence (P51450 whole entry, looked up, the tested form may be a part): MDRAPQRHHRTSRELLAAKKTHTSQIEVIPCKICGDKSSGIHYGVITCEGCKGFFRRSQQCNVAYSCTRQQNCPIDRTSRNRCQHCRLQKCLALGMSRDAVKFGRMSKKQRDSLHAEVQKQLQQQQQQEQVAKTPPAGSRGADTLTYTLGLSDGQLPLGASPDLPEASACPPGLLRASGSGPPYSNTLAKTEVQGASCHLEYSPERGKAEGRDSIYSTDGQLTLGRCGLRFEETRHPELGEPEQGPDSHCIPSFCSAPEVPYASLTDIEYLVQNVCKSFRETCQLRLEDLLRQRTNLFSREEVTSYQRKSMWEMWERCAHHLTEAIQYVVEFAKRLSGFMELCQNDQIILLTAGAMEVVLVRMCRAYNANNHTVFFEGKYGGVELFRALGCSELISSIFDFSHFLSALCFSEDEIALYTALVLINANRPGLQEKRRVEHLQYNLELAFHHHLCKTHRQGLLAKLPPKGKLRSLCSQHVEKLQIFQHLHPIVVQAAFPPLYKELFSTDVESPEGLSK
#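 Compounds are pin-transferred onto Drosophila Schneider cells expressing a copper-inducible Gal4–ROR gamma transactivation domain fusion. After 1 hr, copper sulfate is added to 700 uM final; luciferase is read 20 hr later.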
# p53 reactivator – re-activators of mutant p53 | H1299 p53-A138V BP100-luciferase reporter, luminescence, 24 h | AID 504706 | Potency, µM (top dose mostly 92.2 µM), for the others: at the top dose activity change, positive = activation, actives largely listed as activators | 320,000 compounds, 0.063% hits; note: potency is the fitted concentration of half-maximal effect; % of control where 0% means no effect; nearly all actives have a fitted effect of over 45% in size
#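 p53-null H1299 cells stably carrying temperature-sensitive p53-A138V and a BP100-luciferase reporter were pinned with compounds (4-point, 1:5 series) and held 24 hrs at 37 deg C. Luminescence was read 10 min after detection reagent.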
# * = called active by the depositor; ? = inconclusive; · = no result given; [ ] = another dose, or the depositor's remark. Unless noted, calls come from the whole dose curve; as a rule, active = well fitted curve in the direction sought with a large enough effect; inconclusive = small, poorly fitted or top-dose-only effect, or another doubt; inactive = no such curve, though single readings can be large; an effect the other way counts as inactive or inconclusive. Some of the compounds tested (hit frequency here may not be typical).
# Results follow in this order: NPC1 prom act	Rab9 promoter act	Menin MLL FP TR	BRCA1 expr up	Giardia kill	Gal4-VP16 FLuc	FLuc counter	ELG1 genotox	PKM2 act	RORgamma inh	p53 reactivator
- CCN(CC)S(=O)(=O)c1ccc(N2CCOCC2)c(NC(=O)C(C)(C)C)c1
  2%	-3%	·	-6%	8	2%	-1%	0%	-2%	25%	-4%
- c1ccc(C2CCCN(Cc3nc(CC4CC4)no3)CC2)cc1 (stereo not drawn)
  11%	24%	?	?	3	-7%	24µM*	12%	-4%	25%	6%
- Cc1nn(Cc2ccccc2)c2c1C(c1cccnc1)C(C#N)=C(N)O2 (stereo not drawn)
  4%	6%	3%	-5%	-2	-1%	-3%	-3%	-1%	-11%	11%
- CC(=O)n1cc([C@H]2C=C(C(=O)NCc3ccccc3)O[C@@H](OCCCCO)C2)c2ccccc21
  -5%	0%	-1%	-1%	-22	24%	4%	-6%	1%	32%	-3%
- COCCNC(=O)C1CCN(S(=O)(=O)c2ccc3c(c2)OCCO3)CC1
  -1%	-1%	·	0%	7	·	1%	-4%	·	·	4%
- O=C(Cc1cccc(C(F)(F)F)c1)Nc1cc(S(=O)(=O)N2CCOCC2)ccc1N1CCCC1
  -4%	4%	·	0%	-12	·	·	0%	·	·	-19%
- CC(/C=N/NC(=O)c1ccc2nc(C)[nH]c2c1)=C\c1ccccc1
  2%	-1%	11%	7%	-4	-7%	8.5µM*	-6%	-5%	20%	29%
- CC(C)n1c(/N=C/c2ccccc2O)nc2ccccc21
  -5%	9%	1%	-6%	-4	-6%	?	-3%	0%[11.5 µM]	-6%	10%
- COc1ccc(NC(=O)CSCC(=O)Nc2ccccc2C(=O)N2CCCCC2)cc1
  -1%	-2%	·	22%	-9	·	2%	-1%	·	·	-12%
- CCOC(=O)C(=NC(C)C)NNc1cc(Cl)ccc1Cl
  -3%	1%	-4%	-12%	4	-3%	-1%	1%	-5%	-6%	-10%
- CC(C)(C)c1ccc(C(=O)NNc2ccc(F)cc2F)cc1
  7%	-1%	·	14%	-4	-15%	-12%	?	-6%	-17%	-2%
- O=C(NCC1CCCO1)Nc1ccccc1 (stereo not drawn)
  -4%	-6%	16%	25%	7	4%	-2%	9%	3%	0%	4%
- CC(=O)N(C)c1nc(N)n(-c2ccccc2)n1
  -1%	-7%	-6%	8%	1	-8%	?	0%	-1%	-17%	11%
- CCC1Nc2ccccc2-c2nnc(SC)nc2O1 (stereo not drawn)
  1%	1%	-4%	-27%	-7	0%	2%	-1%	-10%	11%	5%
- CCOC(=O)/C(=C\c1cccc(O)c1)c1nc2sc(C)c(C)c2c(=O)[nH]1
  -1%	-3%	?	-97%	11	2%	-20%	-19%	1%	39%	-27%
- NS(=O)(=O)c1cccc(NC(=O)Nc2ccccc2)c1
  8%	-1%	·	-7%	3	-10%	?	0%	-11%	1%	4%
- Cc1c(Br)c([N+](=O)[O-])nn1CC(=O)NCCc1ccc(Cl)cc1
  -1%	15%	-1%	-9%	-15	0%	0%	-2%	4%	-1%	6%
- CS(=O)(=O)N1CCCC(C(=O)NCc2ccc(F)cc2)C1 (stereo not drawn)
  -3%	-3%	-4%	14%	-4	-3%	-1%	0%	-9%	16%	10%
- O=C(CCn1nc(-c2ccc(Cl)cc2)c2ccccc2c1=O)Nc1cccnc1
  -1%	-3%	3%	-9%	22	-2%	-2%	-4%	2%	3%	-6%
- CCOc1ccccc1NC(=O)CSc1nc2nc(-c3cccs3)cc(C(F)(F)F)c2c(=O)[nH]1
  -1%	-9%	·	-18%	-7	-8%	2%	-7%	1%	31%	3%
- O=C(CSc1ccc(-c2cccs2)nn1)NCCc1ccccc1
  -6%	12%	?	23%	-6	3%	-1%	0%	0%	37%	-1%
- Cc1ccc(NC2CCCN(C(=O)c3cn(C)c4ccccc34)C2)cc1C (stereo not drawn)
  -2%	2%	·	-22%	0	-1%	3%	1%	3%	-10%	3%
- O=C(NNS(=O)(=O)c1ccccc1)c1cccc([N+](=O)[O-])c1
  -3%	0%	-24%	-15%	-2	-2%	2%	-1%	7%	57%[1.91 µM]	21%
- Cc1c(NC(=S)N/C(=N/S(=O)(=O)c2ccccc2)c2ccccc2)c(=O)n(-c2ccccc2)n1C
  1%	0%	·	9%	4	-2%	-1%	-1%	0%	20%	-4%
- COc1ccc(OC)c2sc(N(CCN(C)C)C(=O)c3ccc4ccccc4c3)nc12
  -1%	0%	-11%	-14%	4	1%	2%	0%	4%	-43%	-7%
- COc1ccc(CCC(=O)Nc2nc(-c3ccncc3)cs2)cc1
  -2%	25%	6%	·	·	-4%	?	-5%	-3%	9%	-2%
- CSc1nnc2c(n1)OC(c1ccsc1)N(C(C)=O)c1ccccc1-2 (stereo not drawn)
  -4%	-7%	2%	1%	-15	5%	3%	-2%	-3%	-15%	-7%
- CC(C)OCCCNC(=O)C1CCN(S(=O)(=O)N2CCCC2)CC1
  1%	-6%	15%	-5%	10	7%	-3%	-1%	-13%	0%	-1%
- CC(=O)Nc1ccc(Nc2cc(N3CCOCC3)c3nonc3c2[N+](=O)[O-])cc1
  -2%	0%	-9%	-64%	0	-6%	3%	7%	6%	-8%	1%
- Cc1cccc(C(=O)OCC(=O)N2CCCCCC2)c1O
  3.2µM*	3.2µM*	·	?	-8	·	·	?	·	·	?
- Nc1ccc(C23CC4CC(CC(O)(C4)C2)C3)cc1
  18%	30%	6%	2%	-8	?	?	?	3%	-19%	12%
- COc1cc(/C=C2\SC(=S)N(NC(=O)c3ccc(O)c(OC)c3)C2=O)ccc1O
  0%	-2%	?	36%	-14	?	1.3µM*	22%	·	7.1µM*	9%
- COc1ccc(C(=O)Nc2ccncc2)c(OC)c1
  4%	-7%	-7%	24%	-19	2%	?	5%	1%	-16%	-2%
- Cc1cc(N(C)C)c(C#N)c(N2CCCCC2)n1
  -4%	-7%	-1%	-14%	7	4%	1%	6%	-1%	?	-6%
- CC(C)CN(C(=O)COC(=O)c1nc(Cl)ccc1Cl)C1CCS(=O)(=O)C1 (stereo not drawn)
  -5%	2%	7%	-14%	14	4%	-1%	3%	1%	-16%	4%
- COc1cccc(/C=C/C(=O)OCC(=O)Nc2ccccc2Sc2ccccc2)c1
  -4%	-1%	0%	21%	-10	-7%	-1%	1%	-3%	2%	4%
- COc1ccc(Cc2nc3ccc(C(=O)N4CCCCC4CCO)cc3o2)cc1 (stereo not drawn)
  9%	-4%	-19%	12%	11	-7%	-7%	2%	·	22%	-1%
- CC(=O)Nc1c(-c2ccc(F)cc2)nc2ccccn12
  -2%	9%	-1%[11.7 µM]	-2%	0	-3%	2%	3%	17%	-10%	-3%
- CCOc1cc(/C=N/NC(=O)c2ccc3c(c2)OCCO3)cc(Br)c1O
  9%	13%	3%	38%	-26	5%	21µM*	10%	-1%	?	19%
- O=C(O)c1ccc(OCC(O)Cn2cnc3ccccc32)cc1 (stereo not drawn)
  ·	·	-2%	1%	-15	-18%	1%	·	-4%	-2%	·
- Cc1ccccc1C(=O)Nc1ccccc1N1CCN(C(=O)c2ccccc2)CC1
  -2%	-3%	-18%	-32%	2	2%	-1%	-11%	-16%	4%	-7%
- CCN(Cc1ccccc1)C(=O)c1ccc2c(=O)n3c(nc2c1)CCC3
  -1%	-3%	·	-2%	2	·	5%	·	·	·	·
- COc1ccccc1-c1noc(-c2ccccc2C(=O)Nc2cccnc2)n1
  -4%	-3%	·	6%	6	1%	15µM*	-5%	8%	17%	-3%
- Cc1ccccc1NC(=O)c1onc2c1CCCC2
  4.5µM*	2.5µM*	?	?	-8	-4%	6µM*	?	-42%	-33%	?
- CSc1ccc(CN2CCC(CO)(CCOc3ccccc3)CC2)cc1
  -4%	-4%	-13%	-34%	20	2%	-1%	-6%	0%	-2%	·
- COc1ccccc1NS(=O)(=O)c1cccc(C(=O)N2CCCCCCC2)c1
  -2%	-3%	·	-22%	-7	·	3%	0%	·	·	4%
- Brc1ccc(-c2csc(-c3ccncc3)n2)cc1
  25%	?	1%	29%	-21	-4%	4.8µM*	?	6%	-2%	?
- COc1ccc(C(=O)Oc2ccc(C(=S)N3CCOCC3)cc2)cc1
  -3%	-4%	-16%	9%	-6	1%	21µM*	0%	-7%	22%	16%
- CC1CCN(c2ccc3c(c2)S(=O)(=O)c2cccc(C(=O)NC4CCCCC4)c2C3=O)CC1
  18%	2%	·	-3%	-20	·	?	-3%	·	·	?
- CCOC(=O)C1(C)NC(c2ccc(O)cc2)C2C(=O)N(c3ccccc3)C(=O)C21 (stereo not drawn)
  6%	1%	-4%	0%	52[activator]	-8%	-3%	0%	2%	-25%	?

# Assay outcomes (PubChem BioAssay)
